Ba/F3 V617F tox: reduced viability of JAK2V617F-dependent Ba/F3 cells, primary screen, JAK2V617F inhibitor project, cell-based, Ba/F3 EpoR-JAK2V617F, luminescence; AID 1446, 2008; inhibition, % at 5.6 µM; actives 1.1% (n = 220,000); ATP luminescence;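 active = inhibition above the campaign mean plus 3 SD over all tested compounds, cut at about 24% in these data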;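 note: cytokine-independent growth of Ba/F3 cells driven by EpoR plus mutant JAK2; 0% = DMSO-treated cells and 100% = JAK inhibitor I control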
p47phox inh: p47phox/p22phox peptide binding inhibitors, primary screen, biochemical, uHTS, NADPH oxidase regulatory subunit | AID 1274, 2008 | fluorescence polarization, 2 h | actives 0.53% (n = 220,000) | inhibition, % at 24.7 µM;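 active = inhibition above about 30%, limit read from the data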;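 note: 0% = p47phox with labelled peptide and 100% = labelled peptide alone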
Target sequence (P14598 whole entry, looked up): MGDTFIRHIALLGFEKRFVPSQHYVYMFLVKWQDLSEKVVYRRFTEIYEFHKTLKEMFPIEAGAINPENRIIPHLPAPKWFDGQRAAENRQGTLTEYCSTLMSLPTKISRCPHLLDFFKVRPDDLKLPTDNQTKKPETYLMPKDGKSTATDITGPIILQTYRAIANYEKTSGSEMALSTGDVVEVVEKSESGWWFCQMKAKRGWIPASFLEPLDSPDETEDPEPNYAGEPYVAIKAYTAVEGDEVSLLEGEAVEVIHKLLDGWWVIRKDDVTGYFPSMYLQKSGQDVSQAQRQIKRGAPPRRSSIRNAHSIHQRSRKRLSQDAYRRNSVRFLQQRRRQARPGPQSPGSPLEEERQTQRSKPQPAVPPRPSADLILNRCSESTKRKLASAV
BaF3 tox: parental Ba/F3 cell viability inhibition, counter-screen for JAK2V617F inhibitor project, murine pro-B, CellTiter-Glo luminescence; actives 1.1% (n = 220,000); AID 1486, 2009; inhibition, % at 5.6 µM; CellTiter-Glo ATP luminescence;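 active = inhibition above a per-campaign cutoff, the mean inhibition of all tested compounds plus 3 SD, cut at about 27% in these data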;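 note: 0% = DMSO wells and 100% = JAK Inhibitor I control wells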
NPY1 pot ag: NPY-Y1 receptor potentiators or agonists, primary screen, cell-based; actives 0.37% (n = 220,000); AID 1304, 2008; Neuropeptide Y receptor type 1 (Homo sapiens), P25929; activation, % at 3.6 µM; NPY-Y1 expressing cells, potentiator/agonist activation; in the data active = activation above about 33%, passing the limit was not always enough;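 note: cells stimulated with NPY at EC10 then isoproterenol at EC100; 0% = low agonist plus stimulus and 100% = saturating agonist plus stimulus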
Target sequence (P25929 whole entry, looked up): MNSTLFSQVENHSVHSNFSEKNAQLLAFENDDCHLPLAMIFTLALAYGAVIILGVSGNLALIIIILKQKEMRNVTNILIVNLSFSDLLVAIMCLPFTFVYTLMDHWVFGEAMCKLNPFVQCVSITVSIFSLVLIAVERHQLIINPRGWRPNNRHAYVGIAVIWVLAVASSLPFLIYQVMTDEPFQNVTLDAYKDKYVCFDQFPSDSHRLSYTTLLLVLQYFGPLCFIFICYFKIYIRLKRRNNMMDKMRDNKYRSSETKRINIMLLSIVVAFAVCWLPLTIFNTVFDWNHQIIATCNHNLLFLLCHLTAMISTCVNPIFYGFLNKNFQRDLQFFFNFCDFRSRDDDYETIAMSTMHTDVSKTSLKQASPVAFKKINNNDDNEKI
S1P4 agonist: S1P4 receptor agonists, primary screen, cell-based. activation, % at 4.98 µM. S1P4-expressing cell line, agonist reporter assay. actives 0.35% (n = 220,000). AID 1509, 2009. Sphingosine 1-phosphate receptor 4 (Homo sapiens), O95977; in the data active = activation above about 11%;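 note: 0% = DMSO vehicle and 100% = reference agonist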
CHOP inh: inhibitors of CHOP promoter induction, primary screen, cell-based, unfolded protein response, luciferase reporter. CHO-K1 CHOP-promoter luciferase, tunicamycin-induced, 15-18 h. AID 2732, 2010. inhibition, % at 10 µM. actives 3.8% (n = 220,000);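 active = compounds that reduced the stress-induced luciferase reporter signal by more than about 70% of percent inhibition, limit read from the data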;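 note: 0% = tunicamycin plus vehicle and 100% = wells without tunicamycin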
NPY Y1 blocker: NPY-Y1 receptor antagonists, primary screen, cell-based. HEK293-CNG Y1 cells, membrane potential fluorescence; NPY at EC95, then isoproterenol. AID 1040, 2008. actives 1% (n = 200,000). Neuropeptide Y receptor type 1 (Homo sapiens), P25929. inhibition, % at 3.6 µM;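 active = inhibition above the campaign mean inhibition of all tested compounds plus 3 SD, cut at about 20% in these data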;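 note: 0% = DMSO wells given NPY plus isoproterenol and 100% = isoproterenol alone without NPY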
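material = HEK293 cells with Y1 receptor plus CNG channel | also added = NPY 25 nM then isoproterenol 1 µM plus Ro 20-1724 25 µM | schedule = dye 3 h, compound 60 min room temperature, stimulation 45 min | measured by = membrane potential fluorescence | benchmarks = high control isoproterenol alone, low control NPY with isoproterenol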
NPY2 pot ag: NPY-Y2 potentiators or agonists, primary screen, cell-based. Neuropeptide Y receptor type 2 (Homo sapiens), P49146. cells expressing NPY-Y2, potentiator/agonist read-out. activation, % at 3.6 µM. actives 0.45% (n = 220,000); in the data active = activation above about 27%;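 note: cells stimulated with NPY near EC25 plus isoproterenol at EC100; 0% = vehicle plus submaximal agonist and 100% = vehicle plus saturating agonist; some results beyond the cut were filed as inactive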
S1P4 antagonist: S1P4 receptor antagonists, primary screen, cell-based. Sphingosine 1-phosphate receptor 4 (Homo sapiens), O95977. S1P4-expressing cells, antagonist mode, reporter read-out. inhibition, % at 4.98 µM. actives 0.26% (n = 220,000); in the data active = inhibition above about 29%;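 note: 0% = wells stimulated with agonist and 100% = vehicle wells without agonist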
* marks the source's active call; other numbers are inactive results; · = no result given; & = joins results of further samples.

Second line of a record: S1P4 agonist	S1P4 antagonist	NPY1 pot ag	BaF3 tox	CHOP inh	NPY Y1 blocker	Ba/F3 V617F tox	NPY2 pot ag	p47phox inh
CSc1nc(N2CCN(C)CC2)c2ccccc2n1
→ 1.7	2	20	4	18	-1	-1	1	3
CC(=O)Nc1cc([As](=O)(O)O)ccc1O
→ -1.4&0.5	-9&7	-9&4	8&1	13&-7	2	4&-5	3&-4	10&-6
Cn1cnnc1Sc1cc(N2CCNCC2)ccc1[N+](=O)[O-]
→ -0.8	7	5	1	9	·	-4	-6	2
CC(=O)N1CCN(c2ccc(N=Cc3c(O)n(-c4ccc(Cl)cc4)c(=O)[nH]c3=O)cc2)CC1
→ 0.6	-1	2	0	-57	-3	1	4	-2
CCCCCCOC(=O)c1ccccc1N
→ -1.6	-6	1	3	97*	-6	-1	8	-1
CSc1ccc(CN2CCN(C(=O)COc3ccc(C)cc3)CC2)cc1
→ 2.7	2	2	2	24	-4	-3	-7	-3
CCn1c(=N)n(Cc2ccccc2F)c2ccccc21
→ 0.3	-2	3	2	30	3	-2	-2	-7
Cc1cc(Cl)ccc1OCC(=O)O
→ 0.8	6	-4	-2	1	11	-5	7	-5
C=C(C=O)CC1CC(O)[C@]2(C)OC3CC4OC5C[C@]6(C)O[C@]7(C)CCC8OC9C[C@]%10(C)OC%11C(C)=CC(=O)OC%11CC%10OC9C[C@@H](C)C8OC7CC6O[C@]5(C)CC5OC5C4OC3CC2O1 (some centres not stated)
→ -0.1	20	-26	97*	105*	3	97*	-21	-18
Cc1c(P(=S)(c2ccccc2)c2ccccc2)[n+]2ccccc2n1C
→ 1.1	7	-4	12	-1	0	3	-8	-5
O=C1Nc2ccccc2C1Cc1nc2ccccc2c(=O)n1-c1ccccc1 (configuration not stated)
→ 0.0	-6	-8	1	13	·	4	-20	-9
COCCCN1Cc2ccccc2C1=N
→ -3.0	-2	5	3	-5	-2	2	-18	-1
COCCCN=Cc1c(O)[nH]c(=S)[nH]c1=O
→ -0.9	13	0	1	-1	-3	-3	-8	-54
CC(=O)Nc1ccc([As](=O)(O)c2ccc([N+](=O)[O-])cc2)cc1
→ 0.5	-2	10	2	17	·	1	7	-6
O=C1NC(=O)C2(Cc3ccccc3N3CCCC32)C(=O)N1Cc1ccccc1 (configuration not stated)
→ 0.7	-27	6	4	24	0	2	13	-1
O=C1C2CCCN2C(c2cccc(Cl)c2)N1c1ccccn1 (configuration not stated)
→ -1.6	-10	10	4	12	3	4	-7	-8
O=S(=O)(c1ccccc1)N1CCCCC1c1cccnc1 (configuration not stated)
→ -0.1	-15	32	6	12	6	5	6	43*
O=C(c1cccc2ccccc12)C1CCCN(C2CCC2)C1 (configuration not stated)
→ -0.3	1	-15	2	64	8	2	-11	-3
CCOC(=O)Cn1cc(C(=O)c2ccccc2F)c2ccccc21
→ -2.3	10	7	0	-24	3	3	1	4
COc1ccc(CCNC2CCCCC2)cc1
→ 1.2	-8	2	1	17	1	-3	10	0
NC(=S)/N=C/c1c(O)[nH]c(=O)[nH]c1=O
→ 1.3	-13	20	4	16	3	-1	-3	1
CCN1CC=C(c2c[nH]c3ccccc23)CC1
→ -0.1	-25	-13	73*	-13	1	87*	16	9
Cc1cc2c(s1)NC(=O)CN=C2c1cccs1
→ 2.2	-16	-4	6	21	0	2	0	-14
CC1CN(O)C2CCc3c(no[n+]3[O-])C12O (configuration not stated)
→ -1.5	3	2	4	7	4	2	-8	-8
COc1ccc(OCC(=O)N2CCN(Cc3nc4cc([N+](=O)[O-])ccc4n3C)CC2)cc1
→ 1.8	-4	6	7	-6	0	1	12	-9
CCOC(=O)C(=CNc1ccc(C(O)(C(=O)OCC)C(F)(F)F)cc1C)C(=O)OCC (configuration not stated)
→ 1.7	-14	19	3	90*	0	-1	-6	2
CCCNC1=C(C)C(=O)C2=C(C1=O)C(COC(N)=O)[C@]1(OC)C3NC3CN21 (some centres not stated)
→ -0.5	-1	-13	62*	21	·	82*	-12	-10
Cc1ccc(C2N(c3ccccn3)C(=O)C3CCCN32)o1 (configuration not stated)
→ 0.5	-13	-6	10	20	1	5	-7	3
Cc1cc(Oc2ccc(C(F)(F)F)cc2[N+](=O)[O-])c2c3c(c(=O)oc2c1)CCC3
→ 0.7	-13	-10	1	12	6	-2	-1	-2
Clc1ccc2c(c1)C(c1ccccc1Cl)=NCc1nnc(Br)n1-2
→ 2.6	-6	-31	5	-5	10	3	-8	2
Cc1cc(C)n(-c2ccc(NN=C(C#N)C#N)cc2)n1
→ 0.0	4	41	5	14	·	-2	42*	-31
O=c1[nH]c(=S)n(Cc2ccc(F)cc2)c(O)c1C=NCc1ccc2c(c1)OCO2
→ 0.7	-1	8	-3	39	·	-7	10	-95
CCCCn1c(O)c(C=NCCN2CCCCC2)c(=O)[nH]c1=O
→ 1.9	-1	21	10	11	-1	0	11	8
Cc1cccc(OCC(=O)N2CCN(Cc3ccc([N+](=O)[O-])cc3)CC2)c1
→ 1.0	-16	18	8	-7	0	0	0	4
O=C1NC(=O)C(CCc2ccncc2)(CCc2ccncc2)C(=O)N1C1CCCCC1
→ 2.1	-7	12	1	27	1	-3	7	-4
COC(=O)C(O)(c1ccc(NC(=S)NC(=O)c2ccc(Cl)cc2Cl)cc1)C(F)(F)F (configuration not stated)
→ 0.0	4	5	6	71*	-3	1	8	-10
CN1C(=O)C(=Cc2sc(=O)n(-c3ccccc3)c2N(C)C)C(=O)N(C)C1=O
→ 0.8	-1	21	-4	-42	·	-5	30	-15
CCN1C(=O)C(=Cc2ccc(C)s2)C(=O)N(CC)C1=S
→ 1.1	1	-14	4	106*	3	-1	3	-47
O=C1NC(=O)C(CCc2ccncc2)(CCc2ccccn2)C(=O)N1c1ccc(Br)cc1 (configuration not stated)
→ -0.5	-13	3	6	-7	6	-1	4	-3
CCN(CC)C(=O)c1ccc(NC(=O)c2cccc(C(F)(F)F)c2)cc1
→ -0.3	-11	11	8	30	5	2	3	-9
COC(=O)c1ccc(N=C(c2ccccc2)c2c(O)n(C)c(=O)n(C)c2=O)cc1
→ 1.9	-9	4	1	22	·	-3	-1	-6
CN(C)CCCN=Cc1c(O)n(CCc2ccc(F)cc2)c(=O)[nH]c1=O
→ -1.3	-11	-19	-1	16	2	-3	-17	-20
Cc1nn(Cc2ccccc2Cl)c(Cl)c1C(=O)O
→ -0.4	5	-23	4	-14	16	-1	-2	0
CCC(=NCC1CCCO1)c1c(O)n(Cc2ccccc2)c(=O)[nH]c1=O (configuration not stated)
→ 0.8	-20	4	0	17	7	1	-4	-7
O=C(O)CCCc1ccc(N(CCCl)CCCl)cc1
→ 1.7	-22	-8	7	4&-14	-6	1	3	-4
CC(NC1=NCCS1)c1ccccc1 (configuration not stated)
→ -1.9	0	5	1	39	8	-1	4	9
COc1ccc(C2CN(C)CC2C(=O)c2ccc(C)cc2)cc1Cl (configuration not stated)
→ -0.8	-8	-20	11	31	6	4	-15	-8
Cc1cccc(OP(=O)(Oc2cccc(C)c2)OC(c2ccccc2)C(F)(F)F)c1 (configuration not stated)
→ 1.7	13	-52	2	-6	13	2	-18	-1
O=C1Nc2ccccc2/C1=C/c1cnc[nH]1
→ 0.8	-17	-13	2	32	5	2	-8	2
Cc1cc([P+](=O)O)c(C)n1-c1ccc(Br)cc1
→ 0.5	-2	14	2	8	-1	-2	13	-7
COc1ccc(CCNCc2cccc(C(F)(F)F)c2)cc1OC
→ -2.2	-2	-19	7	-3	3	1	-15	0
CCSC1=NN1c1cc(C)nc(N)n1
→ 0.1	0	-23	-2	8	·	0	0	0
COc1ccc(CN2C(=O)NC(=O)/C(=C/c3cc(OC)c(OC)c(OC)c3)C2=O)cc1
→ 1.6	-7	9	1	-3	·	-3	2	-9
CCSP1(=S)N=C(N2CCOCC2)C(C#N)=C2CCCN21 (configuration not stated)
→ 1.0	-14	-14	3	15	-10	0	14	-9
O=c1cc(C2CCNCC2)[nH][nH]1
→ 0.5	-13	7	3	34	-3	1	1	-5
C=Cn1c(P(=S)(N2CCOCC2)N2CCOCC2)cc2c1CCCC2
→ 0.2	-5	30	6	28	3	-1	14	-30
Cc1cc(CN(C)C)c(OC(=O)N(C)C)cc1C
→ 0.3	-15	16	-2	9	8	-4	-4	-8
Cn1cccc1CNCCc1ccc(F)cc1
→ 1.0	-19	-10	4	4	-3	2	5	-2
O=C(O)c1cc2ccccc2oc1=O
→ 1.5	-16	-9	5	-6	8	0	4	0
Cc1ccc(NC(=O)c2snnc2C)cc1Cl
→ -0.6	-5	1	5	-7	1	-3	-7	-7

3 compounds from above, sorted by count of non-hydrogen atoms, lowest first:
Second line of a record: S1P4 agonist	S1P4 antagonist	NPY1 pot ag	BaF3 tox	CHOP inh	NPY Y1 blocker	Ba/F3 V617F tox	NPY2 pot ag	p47phox inh
CC(NC1=NCCS1)c1ccccc1 (configuration not stated)
→ -1.9	0	5	1	39	8	-1	4	9
CCC(=NCC1CCCO1)c1c(O)n(Cc2ccccc2)c(=O)[nH]c1=O (configuration not stated)
→ 0.8	-20	4	0	17	7	1	-4	-7
COc1ccc(CN2C(=O)NC(=O)/C(=C/c3cc(OC)c(OC)c(OC)c3)C2=O)cc1
→ 1.6	-7	9	1	-3	·	-3	2	-9

Carrying on:
Second line of a record: S1P4 agonist	S1P4 antagonist	NPY1 pot ag	BaF3 tox	CHOP inh	NPY Y1 blocker	Ba/F3 V617F tox	NPY2 pot ag	p47phox inh
Cc1nc2cc([N+](=O)[O-])ccc2c(=O)n1-c1ccccc1[N+](=O)[O-]
→ 1.2	-14	7	8	-18	0	2	-8	-6
Cc1ccc(/C=C2\C(=O)NC(=S)N(c3ccc(F)cc3)C2=O)s1
→ 2.8	-2	-7	4	103*	-1	-1	-1	-5
CC1=CC(=O)OC2CC3OC4C[C@@H](C)C5OC6CC7O[C@]8(C)C/C=C\C9OC%10CC%11OC(CC(C)CO)CC(O)[C@]%11(C)OC%10CC9OC8C[C@]7(C)O[C@]6(C)CCC5OC4C[C@]3(C)OC12 (some centres not stated)
→ 1.6	-14	1	-7	7	0	3	-11	5
CN1C(=O)C(Cc2cccs2)C(=O)N(C)C1=O
→ 1.1	26	24	-1	25	-4	-4	23	-11
COC(=O)c1c(C)n(Cc2ccc3c(c2)OCO3)c2ccc(O)cc12
→ -1.8	-5	-36	5	46	8	-3	8	-10
N#CC1=C(N)Oc2c(c(=O)oc3ccccc23)C1c1ccc([N+](=O)[O-])o1 (configuration not stated)
→ 1.9	3	-5	0	-6	6	3	-5	-13
COc1ccc(N2CCN(C(CNC(=O)Oc3ccccc3)c3cccnc3)CC2)cc1 (configuration not stated)
→ -2.9	0	15	1	38	-5	-3	4	-5
CC1(O)C[C@]2(C)N(O)C3CCCC[C@@H]3N2O1 (some centres not stated)
→ -0.8	10	9	0	-29	2	-4	-10	-8
Cc1cc(S(=O)(=O)NCc2ccccc2)ccc1OCC(=O)N1CCN(C)CC1
→ 3.3	-25	-24	5	32	6	1	13	-9
CCC(=NCCC1=CCCCC1)c1c(O)[nH]c(=O)[nH]c1=O
→ 0.2	-9	-17	1	62	0	-1	1	0

These rows are one share of the data; count on the stated rates, not on these rows.
